N-glyco inh – increase of ERlucT glycosylation luciferase signal, primary screen, N-linked glycosylation inhibitor project, D54 ERlucT cells, luminescence, set 2. actives 0.23% (n = 360,000). D54 ERlucT glycosylation luciferase reporter, 24 h; percent of 100 nM tunicamycin response. reporter increase, % at 12.5 µM;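 active means mean luciferase reporter signal, scaled so untreated is 0 and the glycosylation-blocking control 100, at or above a set limit in every replicate; inconclusive means mean reaches the limit but not every replicate does; inactive means mean below the limit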;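 further: luciferase carries N-glycosylation sites so blocking glycosylation raises the light; 0% = median of neutral control wells and 100% = median of 100 nM tunicamycin wells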
ABCB6 inh 2 – ABCB6 transporter inhibitors, primary screen, K562-ABCB6 cells, flow cytometry, MLPCN library | ATP-binding cassette sub-family B member 6 (Homo sapiens), Q9NP58 | K562-ABCB6 porphyrin accumulation, 1 h; stronger effect = lower value | fluorescence ratio to DMSO, % at 10 µM | actives 0.19% (n = 360,000) | AID 602162, 2011;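 active means fluorescence ratio to DMSO below 75%, the collection mean minus 3 SD; inconclusive means too few cells collected in the well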;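 further: signal is porphyrin accumulated inside mitochondria; 100% equals median channel fluorescence of DMSO control wells; lower ratio means ABCB6 inhibition with less porphyrin fluorescence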
Vif imaging – HIV Vif self-association inhibitors, primary screen, imaging, HEK293T, single point. HEK293T cells, Vif self-association by quenched fluorescence, 24 h. actives 0.35% (n = 340,000). inhibition, % at 7.49 µM. AID 602346, 2012; in the data active means inhibition above about 50%, passing the limit was not always enough; inconclusive means no clear call, values can overlap the other calls; inactive means below about 31%; further: some results filed as inactive read as strong as hits
MC4R antagonist – MC4R antagonists of cAMP signaling, primary screen, cell-based, TR-FRET, antagonist arm of biased-ligand search; actives 0.48% (n = 360,000); inhibition, % at 6.5 µM; MC4R-expressing cells, MTII-stimulated cAMP, LANCE TR-FRET;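 active means inhibition above its plate's cutoff, the mean of tested wells on that plate plus 3 SD, cut at about 29% in these data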;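 further: 0% = Melanotan II alone and 100% = Melanotan II plus saturating MCL0020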
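Material – human MC4R-expressing U2OS cells · Repeats – no replicates · Detection – TR-FRET with Eu-cAMP and labeled anti-cAMP, 671 nm · Times – compound 30 min, challenge 1 h, detection 1 h · Compound – single nominal compound dose of 6.5 µM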
NOD2-RIPK2 inh – NOD2-RIPK2 binding disruptors in cells, primary screen, fluorescence, CHO cells, BLA complementation. Receptor-interacting serine/threonine-protein kinase 2 (Homo sapiens), O43353. actives 0.38% (n = 360,000). inhibition, % at 4.98 µM. CCF4 ratio; in the data active means inhibition above about 21%;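 further: 0% = vehicle only and 100% = reference blocker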
ABHD5 PLIN5 PPI – ABHD5-PLIN5 interaction inhibitors, primary screen, cell lysate, split luciferase complementation, luminescence | Perilipin-5 (Homo sapiens) + 1-acylglycerol-3-phosphate O-acyltransferase ABHD5 (Homo … | Split G. princeps luciferase complementation, 4 h | inhibition, % at 4 µM | actives 0.78% (n = 360,000) | AID 602281, 2012;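 active means inhibition above the mean inhibition across every tested compound plus 3 SD, cut at about 22% in these data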;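 further: 0% = DMSO only wells and the 100% control is not disclosed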
MC4R ag barr – MC4R agonists recruiting beta-arrestin, primary screen, cell-based, luminescence, agonist arm of biased-ligand search; activation, % at 8.9 µM; U2OS MC4R beta-arrestin complementation; percent of melanotan II response, DMSO zero; actives 0.98% (n = 360,000);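 active means activation above a per-plate cutoff, the mean activation of sample wells on that plate plus 3 SD, cut at about 8% in these data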
TLR9-MyD88 block – inhibitors of TLR9-MyD88 association in cells, primary screen, cell-based, CHO, BLA complementation, fluorescence | CCF4 FRET ratio | actives 0.21% (n = 340,000) | AID 504734, 2011 | inhibition, % at 4.98 µM;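 active means inhibition above the mean over all tested compounds plus 3 SD, cut at about 21% in these data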;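 further: 0% = DMSO only wells and 100% = clavulanate BLA inhibitor control wells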
Target sequence (Q99836 whole entry, looked up): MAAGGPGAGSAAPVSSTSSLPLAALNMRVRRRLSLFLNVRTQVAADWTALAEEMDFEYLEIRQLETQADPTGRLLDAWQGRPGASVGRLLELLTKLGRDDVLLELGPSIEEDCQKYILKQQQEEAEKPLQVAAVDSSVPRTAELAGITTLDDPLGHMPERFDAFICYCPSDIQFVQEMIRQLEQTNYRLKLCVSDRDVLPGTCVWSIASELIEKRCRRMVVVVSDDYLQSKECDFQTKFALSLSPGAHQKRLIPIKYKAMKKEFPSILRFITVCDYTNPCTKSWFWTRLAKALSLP
Target sequence (Q9NR96 whole entry, looked up): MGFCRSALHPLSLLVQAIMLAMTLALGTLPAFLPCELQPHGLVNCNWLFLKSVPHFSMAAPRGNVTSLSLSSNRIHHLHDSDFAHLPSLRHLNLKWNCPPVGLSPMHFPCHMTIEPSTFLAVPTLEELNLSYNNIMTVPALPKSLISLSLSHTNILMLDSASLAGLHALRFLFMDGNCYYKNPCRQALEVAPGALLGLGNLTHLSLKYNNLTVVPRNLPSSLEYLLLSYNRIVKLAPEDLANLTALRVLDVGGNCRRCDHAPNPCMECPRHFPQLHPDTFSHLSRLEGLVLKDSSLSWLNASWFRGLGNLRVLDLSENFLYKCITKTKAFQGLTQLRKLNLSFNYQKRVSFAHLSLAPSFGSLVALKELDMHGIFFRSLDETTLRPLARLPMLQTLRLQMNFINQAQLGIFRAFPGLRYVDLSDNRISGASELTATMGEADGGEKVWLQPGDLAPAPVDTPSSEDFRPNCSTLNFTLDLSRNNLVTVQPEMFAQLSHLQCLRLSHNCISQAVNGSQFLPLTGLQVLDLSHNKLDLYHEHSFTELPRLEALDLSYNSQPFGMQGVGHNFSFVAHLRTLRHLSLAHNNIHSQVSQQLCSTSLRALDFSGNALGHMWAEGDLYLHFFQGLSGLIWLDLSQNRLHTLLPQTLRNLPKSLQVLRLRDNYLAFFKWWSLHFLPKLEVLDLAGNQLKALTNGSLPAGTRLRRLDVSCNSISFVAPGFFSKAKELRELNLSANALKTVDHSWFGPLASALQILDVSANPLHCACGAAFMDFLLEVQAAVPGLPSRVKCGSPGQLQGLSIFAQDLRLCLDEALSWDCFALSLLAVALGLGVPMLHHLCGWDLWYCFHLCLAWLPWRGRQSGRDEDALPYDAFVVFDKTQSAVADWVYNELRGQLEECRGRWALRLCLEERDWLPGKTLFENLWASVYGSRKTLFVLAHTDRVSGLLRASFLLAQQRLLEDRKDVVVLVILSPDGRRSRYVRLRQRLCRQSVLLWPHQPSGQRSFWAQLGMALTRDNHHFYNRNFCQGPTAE
Exocytosis inh – LAMP-1 surface exposure blockers, TALL-104 cells – cell-based, flow cytometry, MLPCN library, primary screen. TALL-104 LAMP-1 surface exposure; cells stimulated with thapsigargin and PMA. inhibition, % at 10 µM. actives 0.66% (n = 360,000). AID 651702, 2012;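 active means inhibition above about 55%, limit read from the data; inconclusive means no clear call, values can overlap the other calls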
aDG glyco up – activators of alpha-DG glycosylation, primary screen, uHTS, Pro5-aDG cells, AlphaScreen | actives 0.22% (n = 360,000) | activation, % at 10 µM | alpha-DG glycosylation AlphaScreen (IIH6); 0% Pro5, 100% B10-LARGE cell signal;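 active means activation of at least 8% versus controls, or a plate z-score of at least 8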;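 further: Pro5 are CHO cells carrying HIG-tagged alpha-DG that lacks glycosylation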
* marks the source's active call; other numbers are inactive results; ? = inconclusive; · = no result given. A portion of the library; the hit share may differ from the screen's.

nr	molecule	N-glyco inh	ABCB6 inh 2	Vif imaging	MC4R antagonist	NOD2-RIPK2 inh	ABHD5 PLIN5 PPI	MC4R ag barr	TLR9-MyD88 block	Exocytosis inh	aDG glyco up
1	Cc1cc(N2CCCC2=O)cc(C)c1S(=O)(=O)NCCOc1ccc(C(C)(C)C)cc1	-6	83	-15	1	0	-6	-1.1	-1	-2	11*
2	O=C1NC(Cc2c[nH]c3ccccc23)C(=O)N1CCOc1ccc(F)cc1 (configuration not stated)	-1	90	-3	3	-5	5	-1.0	-5	-1	0.3
3	CCOc1cc(CNc2ccc(O)cc2)cc(Br)c1OCc1ccccc1F	3	102	-2	-1	2	-38	1.8	-7	2	-0.3
4	CC(C)(C)C(=O)CSc1nc2ncc(Br)cc2[nH]1	-1	102	-13	0	-7	-23	0.0	-11	-3	0.2
5	CCCN(CC(=O)Nc1ccc(Cl)cc1Cl)C(=O)CC(NC(C)=O)c1ccccc1 (configuration not stated)	0	103	1	-1	2	-2	1.1	-7	-9	-0.3
6	COCCSc1ccccc1C(=O)N1CCN(Cc2ccc3c(c2)OCO3)CC1	1	102	-7	-1	5	-2	-1.6	14	2	0.1
7	COc1ccc(-c2ccc3c(c2)c(C#Cc2ccsc2)c(-c2cc(OC)cc(OC)c2)n3C)cc1	2	100	-2	3	-5	-10	1.6	1	-4	-0.3
8	Cc1ccc(NS(=O)(=O)c2ccccc2)c(NS(=O)(=O)c2ccccc2)c1	-3	91	-3	-2	-3	-2	1.1	1	-1	-0.3
9	COc1ccccc1CCNC(=O)CC1C(=O)NCCN1CCCc1ccccc1 (configuration not stated)	·	101	·	2	-9	6	3.6	-11	35	0.2
10	COc1ccc2oc(=O)c(-c3nnc(N)s3)cc2c1	6	101	0	-9	17	2	-0.5	21*	-14	-0.5
11	CC(C)(C)C(=O)Nc1ccccc1C(=O)Nc1cc(Cl)ccc1Cl	-2	98	-5	7	1	-8	7.7	1	-5	0.4
12	CCOC(=O)C1=NNC2(c3ccc(C)cc3)C(=O)N(c3ccc(Cl)cc3)C(=O)C12 (configuration not stated)	2	99	5	15	-6	-1	-1.0	-3	2	0.0
13	COCC#Cc1ccc2c(c1)O[C@@H](CN(C)S(=O)(=O)c1cccc(F)c1)[C@@H](C)CN([C@H](C)CO)S2(=O)=O	-1	102	-1	1	-10	-1	-1.6	-9	0	0.1
14	OCC1CCCCN1C(=S)NCc1ccco1 (configuration not stated)	3	96	-2	3	-2	0	-0.8	0	3	0.0
15	CCOC(=O)N1CCN(C(=O)CSc2nnc(COc3ccc(Cl)cc3)o2)CC1	-7	96	-3	0	-11	-4	1.0	9	-4	0.2
16	Cc1ccc(NC(=O)CN(C)C(=O)CCCN2C(=O)c3ccccc3C2=O)cc1	-2	95	5	15	-6	0	-1.7	-8	1	0.1
17	COc1cccc(NC(=O)COC(=O)C2=NN(c3ccccc3)C(=O)CC2)c1	4	95	4	0	-7	-3	-2.1	0	-2	0.2
18	O=C(Nc1ccc(F)cc1F)N1CCN(C(=O)c2ccco2)CC1	1	95	-3	7	3	2	-0.1	-3	0	0.8
19	CC(C)OC(=O)c1ccc(COC(=O)c2cnccn2)cc1	0	101	-2	3	-1	3	-1.3	0	-1	0.2
20	COc1ccc(CCn2c(N)c(S(=O)(=O)c3cccs3)c3nc4ccccc4nc32)cc1OC	-3	99	-7	-7	-2	7	-1.5	-1	-1	0.1
21	CCOC(=O)c1cc(NC(=O)CNCC(c2ccccc2)N(C)C)cc(C(=O)OCC)c1 (configuration not stated)	0	97	0	3	-2	-3	-0.6	-11	48	0.6
22	COc1ccc(OC)c2c(C)cc(N3CCN(C(=O)c4ccc(Cl)cc4)CC3)nc12	4	98	-6	12	1	5	-0.2	-15	2	0.0
23	COc1ccc(CNC(=O)CCN2C(=S)NC(C)(C)CC2C)cc1 (configuration not stated)	1	94	5	3	7	-4	-1.6	-4	4	-0.1
24	CCCC(=Nc1ccccc1)C1=C(O)C(C(=O)OC)C(C)(C)CC1=O (configuration not stated)	1	95	·	1	-3	1	1.8	2	12	-0.1
25	COc1cc(CCC(=O)N2CCN(S(=O)(=O)c3ccc(C)c(C)c3)CC2)cc(OC)c1OC	0	102	-1	5	-3	-5	-0.8	-6	6	0.2
26	CCOC(=O)c1nnsc1C(OC)Oc1ccccc1 (configuration not stated)	-2	99	-6	4	-6	5	-0.4	4	0	1.1
27	Clc1cccc(CNc2ccn3nc(-c4cccs4)cc3n2)c1	0	104	0	2	6	-5	6.3	·	12	0.1
28	O=C(CSc1nc(O)cc(=O)[nH]1)N1c2ccccc2CCc2ccccc21	4	101	-1	2	0	-2	1.1	-3	-1	-0.2
29	CCN(CC(=O)Nc1ccc2c(c1)OCCO2)Cc1cc(=O)n2ccsc2n1	-1	106	-5	3	-7	1	-0.6	4	-1	0.0
30	CCC(C)[C@H](NC(=O)[C@@H]1Cc2ccccc2CN1)C(=O)NCc1ccc(OC)cc1 (some centres not stated)	-1	100	22	6	1	3	0.6	2	5	0.1
31	NC(=O)C1CCN(CCCNC2CC(=O)N(Cc3ccc(N4CCCC4=O)cc3)C2=O)CC1 (configuration not stated)	-1	102	2	3	-15	3	-0.7	-11	-3	-0.1
32	O=C1CCc2cc(S(=O)(=O)NC3CCCCC3)cc3c2N1CC3	0	103	-5	12	-2	3	0.6	-9	0	0.0
33	CCOc1cccc(-c2nnc3sc(COc4ccc(C)cc4)nn23)c1	0	99	1	3	7	-1	-2.6	-5	0	-0.3
34	COc1cccc(CNc2ccc3[nH]c(=O)[nH]c3c2)c1OCc1ccccc1	-1	97	0	13	-1	-16	2.8	4	1	-0.1
35	COc1ccc(/C(C)=N/NC(=O)c2ccc(CSc3cccc4cccnc34)cc2)cc1OC	-1	95	·	17	4	-3	1.0	1	1	-0.3
36	CCOC(=O)C(C)n1cnc2c(cnn2-c2ccc(Cl)cc2)c1=O (configuration not stated)	1	97	8	1	-25	0	0.3	2	-2	-0.1
37	Cc1cc(C)cc(OCC(=O)OCC(=O)N2CCc3ccccc32)c1	1	96	-5	-6	2	0	-1.6	7	4	-0.1
38	COc1ccc(/C=C(\C#N)C(=O)Nc2cc(C)c(Cl)cc2OC)cc1O	-3	96	?	5	-10	7	1.5	-9	-3	-0.1
39	Cn1c(=O)cc(NCc2ccccc2)[nH]c1=O	1	96	·	0	-5	3	-1.3	3	0	0.0
40	CC(=O)Nc1ccc(NC(=O)c2c(-c3ccccc3)noc2C)cn1	1	101	-13	-3	-6	4	2.5	5	1	0.0
41	CN(C)c1ccc(C(CNC(=O)c2ccccc2)c2c[nH]c3ccccc23)cc1 (configuration not stated)	-2	97	-15	14	4	12	2.8	0	0	-0.7
42	O=C(NNC(=S)NC1CCCCC1)c1sc2ccccc2c1Cl	2	89	-7	3	2	-15	-1.9	7	2	-0.1
43	COc1ccc(C(CNC(=O)COc2ccccc2C)N2CCCCC2)cc1 (configuration not stated)	0	98	-5	-2	-1	8	-2.5	2	1	0.1
44	N#CCOc1ccc(C2=NO[C@@H]3[C@@H]4C[C@@H]([C@H]5C(=O)N(c6ccc7c(c6)OCO7)C(=O)[C@@H]45)[C@H]23)cc1	4	94	-12	0	-8	-4	-2.4	9	2	-0.3
45	O=C1N(Cc2cccc(Cl)c2)C[C@@H]2C[C@@H](c3ccc4nonc4c3)N3CCC[C@@]123	3	104	36	9	1	-3	-1.8	5	0	0.5
46	O=C(N/N=C/c1ccc2ncccc2c1)c1ccco1	-18	96	-2	-12	8	-4	-0.8	-4	7	-0.3
47	Cc1cc(OC(=O)c2cccc(Cl)c2)c([N+](=O)[O-])c(=O)[nH]1	2	99	2	0	15	0	-2.9	-11	0	0.1
48	Fc1ccc(CNc2ccn3nc(-c4ccccc4)cc3n2)cc1	3	101	-2	13	8	-10	6.6	·	-4	-0.2
49	COC(=O)[C@]1(Cc2ccccc2)N[C@H](CN(C)S(=O)(=O)c2ccc(OC(F)(F)F)cc2)[C@@H]2C(=O)N(Cc3ccccc3)C(=O)[C@@H]21	-8	90	·	15	-9	0	1.9	-6	4	-0.1
50	N=c1sccn1CC(=O)Nc1ccccc1Sc1ccccc1	-2	97	-1	-10	0	8	3.2	7	0	0.0
51	CC(C(=O)NCCc1ccc(F)cc1)N1CCN(Cc2ccccc2)CC1 (configuration not stated)	0	103	1	3	-5	-5	-0.9	0	1	-0.1
52	COc1cccc(-n2nnc3c(=O)n(CC(=O)Nc4ccc(C)cc4)cnc32)c1	2	104	·	1	-2	6	-0.9	-1	10	-0.4
53	COc1cccc(CNC(=O)CCC2CCCN(C(=O)c3ccc(OC)o3)C2)c1 (configuration not stated)	-1	98	-3	3	-6	3	-1.7	0	1	-0.1
54	CC(C)c1ccc(Oc2cccc3c2S(=O)(=O)N(C2CCCC2)CC(COCc2ccccc2)O3)cc1 (configuration not stated)	-4	95	·	-2	-9	-2	1.3	0	0	-0.4
55	Cn1nccc1C(=O)N/N=C/c1ccccc1[N+](=O)[O-]	0	98	11	3	-8	1	-1.8	0	6	0.0
56	Cc1ccc(C)c(S(=O)(=O)c2c(N)n(/N=C/c3ccco3)c3nc4ccccc4nc23)c1	-5	98	16	20	-8	7	0.5	-2	1	0.8

The listing continues.
nr	molecule	N-glyco inh	ABCB6 inh 2	Vif imaging	MC4R antagonist	NOD2-RIPK2 inh	ABHD5 PLIN5 PPI	MC4R ag barr	TLR9-MyD88 block	Exocytosis inh	aDG glyco up
57	O=C(COC(=O)/C=C/c1cccs1)NC(=O)Cc1ccccc1	2	95	8	-1	-5	1	-2.5	4	0	0.1
58	O=C(CCCN1C(=O)S/C(=C\C=C\c2ccccc2)C1=O)Nc1ccc(C(=O)O)cc1	4	100	7	24	-3	34*	1.0	-3	8	-0.1
59	CCCCOC(=O)CSCC(=O)N1N=C(c2cccs2)CC1c1ccc(F)cc1 (configuration not stated)	0	95	4	-5	0	4	2.4	2	4	0.1
60	CC(C)CC1C(=O)N(Cc2cn(CCC3OCCCO3)nn2)CCS(=O)(=O)N1Cc1ccc(-c2ccc(F)cc2)cc1 (configuration not stated)	2	102	·	4	-5	-7	0.9	8	1	0.9
61	CC(NC(=S)NC1CCCCC1)c1ccccc1 (configuration not stated)	-5	101	-4	16	8	10	0.5	3	4	0.1

Source: PubChem BioAssay
